thrombin 1536 = blocks human thrombin protease activity | alpha-thrombin, Boc-VPR-AMC fluorogenic substrate cleavage | AID 1046 | P00734 | 220,000 compounds, 0.26% hits | inhibition, % at 5 µM;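 active = inhibition at or above 40%; inactive = inhibition below 40%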;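 also: 0% = enzyme with no compound and 100% = wells without enzyme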
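Material: human alpha-thrombin enzyme / Medium: pH 7.5 Tris (50 mM) with NaCl 150 mM, Tween 20 0.05% / Compound: single-point dosing at 5 µM, 0.2% DMSO / Incubation: enzyme reaction carried out at room temperature / Detection: AMC fluorescence, 355/460 nm / Read-out basis: percent inhibition scaled between no-compound controls and no-enzyme blanks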
TNF necrop inh = TNF-alpha cell death inhibition in Jurkat FADD-/- cells; Jurkat FADD-/- TNF necroptosis rescue, ATP luminescence, 24 h; 0 = TNF only, 100 = no-TNF cells; activation (protection from cell death), % at 10 µM; 220,000 compounds, 0.068% hits; AID 463075;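 active = activation, meaning protection from cell death, of at least 50% relative to plate controls; inactive = activation below 50%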;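 also: necroptosis triggered by 40 ng/mL TNF-alpha added together with compound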
KCC2 mod = KCC2 (human) Cl- transport modulation. KCC2 cells, thallium flux FluoZin-2 fluorescence. AID 1456. 190,000 compounds, 2.2% hits. B-score of Tl+ flux slope (higher = more flux/activation; lower = inhibition) at 10 µM;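 active = thallium flux slope and its plate-corrected score both differing from the plate sample mean at a set confidence after two filtering rounds, in either direction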;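 also: slope of fluorescence scaled to starting intensity during 10 to 20 s after thallium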
Target sequence (Q9H2X9 whole entry, looked up): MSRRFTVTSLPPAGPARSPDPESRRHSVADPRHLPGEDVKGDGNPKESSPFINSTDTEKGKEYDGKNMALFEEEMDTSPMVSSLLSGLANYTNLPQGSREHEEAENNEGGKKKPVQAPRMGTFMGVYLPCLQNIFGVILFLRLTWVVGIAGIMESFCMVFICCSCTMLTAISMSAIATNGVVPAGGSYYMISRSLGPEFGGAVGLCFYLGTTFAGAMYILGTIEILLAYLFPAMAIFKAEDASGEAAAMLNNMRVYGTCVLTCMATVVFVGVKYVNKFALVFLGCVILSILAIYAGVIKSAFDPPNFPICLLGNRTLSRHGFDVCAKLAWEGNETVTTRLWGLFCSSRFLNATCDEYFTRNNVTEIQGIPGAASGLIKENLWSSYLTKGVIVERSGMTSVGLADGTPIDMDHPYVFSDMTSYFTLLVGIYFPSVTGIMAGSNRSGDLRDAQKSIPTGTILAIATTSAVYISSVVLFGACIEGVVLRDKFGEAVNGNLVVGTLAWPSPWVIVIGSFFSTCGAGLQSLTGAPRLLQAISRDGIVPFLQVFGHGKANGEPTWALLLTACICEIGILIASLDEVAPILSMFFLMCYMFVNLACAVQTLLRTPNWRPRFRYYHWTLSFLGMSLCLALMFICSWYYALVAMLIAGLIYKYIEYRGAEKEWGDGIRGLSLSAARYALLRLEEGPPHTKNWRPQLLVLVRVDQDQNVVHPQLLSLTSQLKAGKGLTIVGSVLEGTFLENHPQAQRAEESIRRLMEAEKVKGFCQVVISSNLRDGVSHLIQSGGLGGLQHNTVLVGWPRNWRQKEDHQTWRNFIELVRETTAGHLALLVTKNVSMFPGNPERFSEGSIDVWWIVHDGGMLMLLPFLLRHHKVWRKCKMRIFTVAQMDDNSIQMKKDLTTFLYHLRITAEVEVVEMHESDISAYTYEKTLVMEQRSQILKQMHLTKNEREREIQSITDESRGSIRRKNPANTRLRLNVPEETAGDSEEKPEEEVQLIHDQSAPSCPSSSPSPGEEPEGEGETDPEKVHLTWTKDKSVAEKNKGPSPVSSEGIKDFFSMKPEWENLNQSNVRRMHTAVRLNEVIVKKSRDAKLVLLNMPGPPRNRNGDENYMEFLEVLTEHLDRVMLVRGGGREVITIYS
Rad51 HR inh = Rad51 (human) homologous recombination inhibition; Q06609; hRad51 DNA strand exchange, fluorescence dequenching; inhibition, % at 10 µM; 200,000 compounds, 0.085% hits; AID 1385;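 active = inhibition above 40% at the single screening dose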;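 also: 0% = DMSO control wells and 100% = blanks with heterologous ssDNA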
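System: hRad51 filaments on single-stranded DNA; reagent: Fluorescein- and BHQ1-tagged 47-mer duplex; compound dosing: one concentration, 10 µM final; timing: filaments 15 min 37 °C, then compound 30 min; measured by: fluorescein emission 520 nm, excitation 485 nm; benchmarks: per-plate controls and blanks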
FXIIa inh = inhibitors of human coagulation factor XIIa; P00748; inhibition, % at 5 µM; AID 800; purified FXIIa, Boc-QGR-AMC fluorogenic substrate, 2 h; 220,000 compounds, 0.3% hits; in the data active = inhibition above about 40%;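 also: 0% = enzyme with no compound and 100% = blank without enzyme; many of its hits are not listed in these tables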
L929 necroptosis = L929 zVAD cell death inhibition | L929 zVAD necroptosis rescue, ATP luminescence, 24 h; with zVAD 60 µM | viability rescue, % at 10 µM | 220,000 compounds, 0.38% hits | AID 1377;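 active = activation, scaled between plate controls, above about 75%, limit read from the data; inactive = activation under that limit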;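 also: 0% = zVAD with DMSO and 100% = DMSO alone without zVAD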
KLK5 inh = blocks human kallikrein 5 protease activity; recombinant hK5, fluorogenic AMC substrate cleavage; AID 873; 210,000 compounds, 0.59% hits; Q9Y337; inhibition, % at 5 µM;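 active = inhibition of 40% or more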;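 also: 0% = enzyme controls without compound and 100% = no-enzyme blanks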
FXIa inh = inhibitors of human coagulation factor XIa; P03951; purified FXIa, Boc-Glu-Ala-Arg-AMC fluorogenic substrate; inhibition, % at 5 µM; 220,000 compounds, 0.14% hits;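 active = inhibition of at least 40%; inactive = inhibition below 40%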;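 also: fluorescence of freed AMC excited at 355 nm; 0% = enzyme without compound and 100% = no enzyme blank; many of its hits are not listed in these tables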
Hck Nef HTS = human Hck-Nef kinase inhibition; Recombinant Hck-YEEI plus Nef, Z-Lyte FRET kinase assay; inhibition, % at 20 µM; 220,000 compounds, 0.68% hits; AID 463187;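 active = Hck-Nef kinase inhibition above about 50%, limit read from the data; inactive = inhibition below that limit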;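 also: 0% = DMSO with Hck plus Nef and 100% = Hck alone without Nef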
* marks the source's active call; other numbers are inactive results; x = no result given. Some of the compounds tested; rates above refer to the full screens.

SMILES | thrombin 1536 | TNF necrop inh | KCC2 mod | Rad51 HR inh | FXIIa inh | L929 necroptosis | KLK5 inh | FXIa inh | Hck Nef HTS
COc1ccc(CN(C)C(C)C(=O)NC2CCCc3ccccc32)cc1 (stereo unspecified) | -20 | 0.9 | -0.26 | -8 | 10 | -1.6 | -1 | -6 | 5
NC(=O)c1c(NC(=O)c2ccccc2)sc2c1CCc1ccccc1-2 | 3 | -1.2 | x | -5 | 9 | -0.1 | -11 | 2 | 0
O=C1c2ccccc2C(=O)N1CC#CCN1CCN(C2CCCCC2)CC1 | -16 | 0.9 | -0.14 | -12 | -2 | -0.4 | -33 | -5 | 0
Cc1cccc(NC(=O)CN(C)S(=O)(=O)c2cccc3cccnc23)c1 | -7 | -1.2 | x | 7 | 6 | 3.4 | -4 | 0 | 1
CCOC(=O)c1cnc2c(Cl)cccc2c1NCCN(C)C | -9 | 0.6 | 0.53 | -3 | -19 | 0.3 | 0 | -3 | 1
COCCn1c(SCC(=O)NCc2ccc3c(c2)OCO3)nc2ccccc2c1=O | 19 | 0.5 | -0.82 | -14 | 11 | -0.2 | 6 | 7 | 21
Cn1cccc1Cc1nnc(SCC(=O)Nc2cccc(F)c2)n1CCc1ccccc1 | -5 | 1.2 | 0.76 | -5 | 11 | -0.4 | 0 | 1 | -6
CCn1nc(C)c(NC(=O)c2cnn3c(C(F)F)cc(-c4ccccc4)nc23)c1C | 7 | -1.2 | -1.4 | 9 | 11 | -0.5 | 2 | 1 | 26
O=C(O)CCCCCNC(=O)Cn1nnc2ccccc2c1=O | -1 | -0.3 | 0.055 | -1 | 5 | -0.2 | -1 | -2 | 14
CCC(C)NS(=O)(=O)c1ccc(S(=O)(=O)N(CCc2ccc(OC)c(OC)c2)Cc2cccs2)cc1 (stereo unspecified) | -3 | 4.8 | -1.1 | -10 | 14 | 0.4 | -2 | 5 | -1
O=C(O)COc1ccccc1C(Nc1cccnc1)c1cc(Cl)c2cccnc2c1O (stereo unspecified) | 21 | -0.2 | -0.94 | -6 | 31 | 1.5 | -3 | 24 | 19
CC1CC2(CC(C)(C(=O)CSc3n[nH]c(-c4ccccc4Cl)n3)OC2=O)C(=O)O1 (stereo unspecified) | -3 | -1.6 | 0.49 | 8 | 13 | 1.1 | -2 | 4 | 8
O=C1Nc2cc(Cl)c(Cl)cc2N(O)N1c1cccc(Cl)c1 | 6 | -0.8 | 0.22 | 1 | 8 | -0.1 | -4 | 1 | 0
Cc1ccc(SC(c2ccc(C)cc2)C(Cn2cncn2)C(=O)c2ccccc2)cc1 (stereo unspecified) | -3 | -0.3 | 0.95 | -2 | 4 | -0.5 | -17 | -11 | -16
CN(C)C(=O)c1coc2nc3ccccc3nc12 | -3 | -11 | -0.2 | 21 | 8 | 0.5 | -2 | 2 | 34
Cc1c(C(=O)NCCc2ccc3c(c2)OCCO3)oc2ccccc12 | 2 | 0.1 | -2.3 | 5 | 6 | 0.5 | -13 | 1 | 9
Cc1cccc(NC(=O)C(Cc2ccccc2)n2cccc2)c1 (stereo unspecified) | -4 | 3.6 | -1.1 | -3 | 3 | -0.4 | -3 | -1 | 17
CCOc1cc(N2CCOCC2)c(OCC)cc1NC1=NCCCCC1 | -4 | -1.3 | 0.21 | -10 | 9 | -0.2 | -25 | -5 | 2
CC(C)CNC(=O)c1cccc(NC(=O)C2CCCO2)c1 (stereo unspecified) | 0 | 0.1 | -0.049 | -1 | -1 | 0.0 | -17 | -1 | 12
Cc1cc(C)c2c(CN3CCN(CCO)CC3)cc(=O)oc2c1 | 3 | -1.4 | 0.12 | 3 | 15 | 0.4 | 4 | 5 | 1
O=C(c1cc2ccccc2cc1OCC(O)CN1CCCCC1)N1CCCCC1 (stereo unspecified) | -5 | 0.5 | x | -1 | 12 | 2.4 | -7 | 7 | 2
Cc1cc(N2C(=O)C(O)=C(C(=O)c3cccs3)C2c2cccc(O)c2)no1 (stereo unspecified) | 4 | -1.4 | 0.037 | 2 | 15 | 1.4 | -16 | 6 | 1
COc1ccc([N+](=O)[O-])cc1N(CC(=O)NCC1CCCO1)S(C)(=O)=O (stereo unspecified) | -2 | 1.0 | -0.21 | 1 | 6 | 0.3 | -15 | -7 | 0
Cc1ccc(NC(=O)C2COc3ccccc3O2)nc1 (stereo unspecified) | 5 | 89* | 0.12 | -9 | 26 | 1.2 | -2 | 17 | -10
Cc1cc(C)c(S(=O)(=O)N(CC(=O)N2CCOCC2)C2CCCCC2)c(C)c1 | -7 | 0.0 | 0.36 | -1 | -3 | -0.8 | -2 | -6 | 6

Entries from the list above with a furan ring, fused or not, in the order listed:
SMILES | thrombin 1536 | TNF necrop inh | KCC2 mod | Rad51 HR inh | FXIIa inh | L929 necroptosis | KLK5 inh | FXIa inh | Hck Nef HTS
CN(C)C(=O)c1coc2nc3ccccc3nc12 | -3 | -11 | -0.2 | 21 | 8 | 0.5 | -2 | 2 | 34
Cc1c(C(=O)NCCc2ccc3c(c2)OCCO3)oc2ccccc12 | 2 | 0.1 | -2.3 | 5 | 6 | 0.5 | -13 | 1 | 9

Next part
SMILES | thrombin 1536 | TNF necrop inh | KCC2 mod | Rad51 HR inh | FXIIa inh | L929 necroptosis | KLK5 inh | FXIa inh | Hck Nef HTS
Cc1noc(C)c1C(=O)NC(C)C1CCCO1 (stereo unspecified) | -16 | -0.4 | 0.028 | 7 | 11 | -0.3 | -12 | -2 | 1
CCOC(=O)/C(C#N)=C/c1cn(CCC(=O)O)nc1-c1cccc(Cl)c1 | 0 | -1.1 | 0.041 | 4 | 4 | 1.4 | -14 | 0 | 7
CCOC(=O)c1c(N)sc2c1CCCC2=O | -1 | -2.7 | -0.38 | 11 | 6 | 1.9 | 5 | 6 | 7
COc1cccc(C(c2nnnn2Cc2ccccc2)N2CCN(C(=O)c3ccco3)CC2)c1OC (stereo unspecified) | 9 | 0.1 | -0.54 | 7 | 11 | -0.6 | 1 | -1 | -1
CNC(=S)Nc1cc(C)ccc1OC(F)F | -4 | 0.0 | 0.52 | x | 6 | 0.3 | 5 | 0 | -8
COc1ccc(CNC(=O)COC(=O)CCCOc2ccc(Cl)cc2Cl)cc1 | -10 | 0.4 | -0.42 | -3 | -4 | 1.5 | -10 | -3 | 3
C/C=C/c1ccc(Oc2nnnn2-c2ccc(C(=O)O)cc2)c(OC)c1 | -2 | -0.6 | -0.045 | -5 | -5 | 1.5 | 7 | -10 | -8
CC(C)(C)C(=O)Nc1ccc(-c2cc3cc(Cl)ccc3o2)cc1 | -1 | 3.2 | 0.22 | 7 | 6 | 1.1 | 1 | 0 | 17
C=CCn1c(SCC(=O)NCc2ccc3c(c2)OCO3)nnc1C1CCCCC1 | 1 | 1.9 | 0.0087 | -1 | 18 | 1.2 | -22 | -2 | -2
COc1ccc(C2CC(c3ccccc3)Nc3ncnn32)cc1 (stereo unspecified) | 0 | -1.6 | 0.76 | 10 | 6 | 0.2 | -3 | 3 | 13
CCOc1ccc(-c2nnn(CC(=O)Nc3cc(OC)ccc3OC)n2)cc1OCC | 3 | 1.1 | 0.15 | 0 | 9 | 0.2 | 0 | 3 | 0
O=S(=O)(c1ccc(F)cc1)N1CCn2c(nc3ccccc32)C1 | 0 | 0.5 | x | 2 | 10 | 0.1 | -3 | 3 | 0
COc1ccc(CCNC(=O)C2CCN(c3ccc(N4CCOCC4)nn3)CC2)c(OC)c1 | -9 | 0.0 | x | 0 | 3 | 0.0 | 10 | -10 | 3
Cc1cccn2c(=O)c3cc(C#N)c(=NC(=O)c4cccnc4)n(CC4CCCO4)c3nc12 (stereo unspecified) | x | -1.9 | 0.48 | 0 | x | -0.4 | x | x | 35
CN(C)c1ccc(/C=N/NC(=O)c2ccnn2C)cc1 | 14 | -2.2 | 0.68 | 2 | 2 | 17 | 7 | -4 | 11
Cc1cccc(N2CCN(Cc3cn(C)nc3-c3ccccc3F)CC2)n1 | -14 | -7.5 | -0.54 | 11 | 2 | -0.5 | -2 | -5 | 21
Cc1ccc2[nH]c(=O)c(C(c3nnnn3C(C)(C)C)N(Cc3ccco3)CC3CCCO3)cc2c1 (stereo unspecified) | -2 | -4.4 | -0.13 | -2 | 1 | -0.3 | -23 | 5 | -1
COC(=O)c1ccc(N2C(=O)c3cc(N4CCOCC4)c([N+](=O)[O-])cc3C2=O)cc1 | -6 | 2.2 | 1.2 | -5 | 1 | 0.4 | 6 | -5 | 2
CCCCCc1c(C)nc(Nc2ccc(F)cc2)[nH]c1=O | 4 | -2.1 | x | 9 | 15 | 9.6 | -3 | 10 | 1
COc1ccc(OC)c2[nH]c(=O)c(CCNC(=S)NC(C)(C)C)cc12 | 1 | 1.6 | -3 | -7 | -4 | 2.7 | -22 | -4 | 10
CCC(=O)N1CCc2cc(S(=O)(=O)CCC(=O)Nc3ccc(C)cn3)ccc21 | 0 | 1.3 | -0.32 | -7 | 5 | 15 | -6 | -3 | 18
CCN(CC)C(=O)CSc1nnc(-c2cnccn2)n1-c1ccc(C)cc1 | -1 | 1.2 | -0.066 | -2 | -2 | -0.2 | -18 | -18 | 0
[O-][n+]1onc2c1CCc1c-2nc(-c2ccccc2)n1OCc1ccccc1 | -4 | -4.6 | 0.99 | -1 | 12 | -0.2 | -2 | 0 | 1
COCCCNC(=O)c1cc(=O)n(Cc2ccc(Cl)cc2)c2ccccc12 | x | -1.1 | -0.66 | 0 | 6 | -0.3 | -5 | -7 | 25
CCOc1ccc(NCc2ccccc2OCc2cccc(F)c2)cc1 | -2 | 3.1 | -0.01 | -12 | 2 | 1.3 | -10 | -2 | 7
Next section
SMILES | thrombin 1536 | TNF necrop inh | KCC2 mod | Rad51 HR inh | FXIIa inh | L929 necroptosis | KLK5 inh | FXIa inh | Hck Nef HTS
O=C(CC1CCCCC1)N1CCCC(c2nc(-c3ccc(S(=O)(=O)N4CCCC4)cc3)no2)C1 (stereo unspecified) | 3 | 0.6 | 0.0011 | 9 | 20 | -0.4 | -15 | -2 | 5
C=CCN1C=C2C(=O)C(C)(OC(=O)c3cccs3)C(=O)C=C2C=C1CCCC(=O)OC (stereo unspecified) | 2 | -4.0 | 0.67 | 5 | 17 | 0.1 | 2 | 6 | 13
Cc1ccc2nc(N3CCN(c4cccc(C)c4C)CC3)c3nnnn3c2c1 | 5 | -1.7 | x | -2 | 14 | 0.7 | -16 | 12 | 0
CCN(CC)S(=O)(=O)c1csc(C(=O)OCC(=O)c2ccccc2)c1 | 1 | -1.5 | 1.1 | 1 | 13 | 0.6 | -5 | 6 | 4
CCN(CC)C(=O)Cn1cnc2ccccc2c1=O | 2 | -0.6 | -1.3 | 1 | 10 | 0.3 | -26 | 3 | 12
O=C(N/N=C/c1ccccc1)c1cc(=O)[nH]c2ccccc12 | -9 | 1.6 | -0.81 | 7 | -1 | 1.0 | 16 | -13 | 1
CC(=O)NC1(c2ccccc2)CCN(CC(=O)N2CCC(C)CC2)CC1 | -8 | 0.0 | -0.067 | -2 | 11 | 16 | 6 | 1 | 19
COc1ccc(NC(=S)Nc2ccccc2)cc1 | 4 | -1.6 | -0.7 | x | 12 | -1.1 | 3 | 5 | 31
O=c1oc2ccccc2n1CCCOc1ccccc1 | -7 | 0.6 | -1.3 | -6 | 12 | 0.8 | -22 | 4 | 0
